Giardia kill: kills Giardia lamblia | Giardia lamblia trophozoite viability | 340,000 compounds, 0.15% hits | activity change, % at 7.66 µM, hits read low; in the data active means activity change below about -80%; inconclusive means between about -30% and that limit;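 further: parasites exposed to compound for two days anaerobically before the ATP read; on the % scale 0 is the no-effect control and ±100 the full control effect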
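Compounds were tested on trophozoites seeded at 100 cells/well and held 48 hrs at 37 deg C anaerobically. An ATP-based luminescent kit measured the remaining live cells.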
TSHR antag: blocks TSH signaling through the human TSH receptor. P16473. TSHR-expressing cells, TSH-stimulated cAMP HTRF, 2 h; hits give low values. activity change, negative = inhibition, % at 11.5 µM. 330,000 compounds, 0.2% hits;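 active means activity change below a set negative limit, meaning inhibition stronger than a set level, cut at about -70% in these data; inconclusive means activity change between two set negative limits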; further: on the % scale 0 is the no-effect control and ±100 the full control effect
Target sequence (P16473 whole entry, looked up): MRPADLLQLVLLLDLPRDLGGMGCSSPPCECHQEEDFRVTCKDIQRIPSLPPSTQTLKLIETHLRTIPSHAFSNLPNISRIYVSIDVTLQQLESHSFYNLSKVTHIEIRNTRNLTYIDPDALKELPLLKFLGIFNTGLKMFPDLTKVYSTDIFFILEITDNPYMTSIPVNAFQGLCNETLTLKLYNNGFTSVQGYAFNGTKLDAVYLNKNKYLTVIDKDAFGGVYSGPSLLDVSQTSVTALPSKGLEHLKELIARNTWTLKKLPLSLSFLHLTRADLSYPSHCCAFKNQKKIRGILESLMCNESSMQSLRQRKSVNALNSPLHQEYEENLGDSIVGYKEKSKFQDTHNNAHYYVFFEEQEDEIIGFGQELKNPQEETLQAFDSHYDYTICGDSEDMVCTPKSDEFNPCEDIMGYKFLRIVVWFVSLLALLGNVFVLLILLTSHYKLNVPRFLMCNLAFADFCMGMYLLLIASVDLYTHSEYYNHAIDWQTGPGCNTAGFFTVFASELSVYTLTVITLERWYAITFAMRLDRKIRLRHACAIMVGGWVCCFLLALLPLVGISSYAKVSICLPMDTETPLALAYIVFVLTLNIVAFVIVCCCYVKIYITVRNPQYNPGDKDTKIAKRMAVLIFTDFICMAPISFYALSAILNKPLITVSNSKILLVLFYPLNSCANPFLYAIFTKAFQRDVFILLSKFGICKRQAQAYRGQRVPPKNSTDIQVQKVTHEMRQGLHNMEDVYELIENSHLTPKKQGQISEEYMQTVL
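Cell-based HTRF cAMP assay; TSHR cells + compound, TSH EC80 (4nM final), 2 h, 37 deg C. Lysis with anti-cAMP cryptate and cAMP-d2, 30 min RT, read 665/620 nm.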
KCNH2 WT inh: inhibitors of human wildtype KCNH2 potassium channel; Q12809; 340,000 compounds, 0.37% hits; U2OS, BacMam KCNH2, thallium flux FluxOr; hits give low values; activity change, % at 1.84 µM;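 active means maximum activity change below -70%; inconclusive means maximum activity change between -70% and -50%; inactive means maximum activity change above -50%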; further: on the % scale 0 is the no-effect control and ±100 the full control effect
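U2OS cells were transduced with wild-type KCNH2 virus (2.03 x 10^8 / mL) for 4 h at room temperature, then cultured overnight at 37 C. Thallium flux was read with FluxOr dye. Rate constants were normalized to DMSO controls.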
FBPA coupling cs: counter-screen for Giardia aldolase inhibitors: coupling enzyme system; coupling enzyme system counterscreen, AmpLite Red fluorescence; 290,000 compounds, 0.67% hits; activity change, negative = inhibition, % at 58.2 µM, hits read low; in the data active means activity change below about -30%; further: on the % scale 0 is the no-effect control and ±100 the full control effect
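Counterscreen lacking aldolase: glyceraldehyde-3-phosphate coupling-enzyme reagent preincubated 10 min at RT with compound (at 57.5 uM final), then substrate/coupling system with AmpLite Red added; fluorescence read at 525/598 nm after 20 min RT.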
GALK inh: galactokinase (human) inhibition | P51570 | Purified GALK, Kinase-Glo residual ATP luminescence | Potency, µM (doses to about 57.5 µM), for inactives: top-dose activity change, negative = inhibition, actives largely listed as inhibitors | 270,000 compounds, 0.007% hits | AID 1868; further: potency means the concentration at half of the fitted maximal effect; on the % scale 0 is the no-effect control and ±100 the full control effect
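Compounds were pin-transferred into ATP buffer (35 uM final), then GALK plus galactose (5 nM, 100 uM final) was added. After 1 h at room temperature, Kinase-Glo Plus was added and luminescence read after 10 min.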
MLL CXXC-DNA inh: MLL CXXC-DNA interaction inhibition; Q03164; Potency, µM (series often up to 115 µM), without a hit: at the highest dose activity change, negative = inhibition, hits mostly inhibitors; MLL-CXXC / FITC-HOXA9 DNA fluorescence polarization; 290,000 compounds, 0.037% hits; active means well fitted inhibition curve with a large enough effect in the polarisation, with a control signal flat, not every such curve was filed as active; inconclusive means small, poorly fitted or top-dose-only effect, or effect the other way, or a change in a side signal; inactive means no such curve, though single readings can be large or run the other way; the % refers to the polarisation; further: potency means the concentration at half of the fitted maximal effect
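Fluorescence polarization: 7 uM MLL-CXXC (stock) preincubated 5 min with compounds, then 50 nM fluorescein-HOX-A9 DNA (stock) added; 30 min ambient. Buffer 50 mM Tris-HCl pH 7.5, 50 mM NaCl, 1 mM DTT, 0.05% BSA.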
TCR activator: T cell receptor activation; primary human leukocytes, anti-CD3, IL-2 HTRF, 48 h; Potency, µM (top dose mostly 9.22 µM), inactives show top-dose activation of IL-2 secretion, usual class: activators; 330,000 tested, under 10 active; AID 504894; further: % of control where 0% means no effect
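Activity was scored as IL-2 release from primary human leukocytes given only a TCR signal (a-CD3 beads) plus compound for 48 hr. Detection used a two-antibody HTRF format read at 665nm.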
Chronic BCR inh: inhibitors of chronic active B-cell receptor signaling | 340,000 compounds, 0.05% hits | AID 493014 | Potency, µM (top dose mostly 46.1 µM), inactives show top-dose ratio change, negative = lower green/red ratio, actives largely listed as inhibitors | ABC-DLBCL IkBa-CBG/CBR reporter, luminescence ratio, 4 h; active means well fitted inhibition curve with a large enough effect in the signal ratio, with a control signal flat, not every such curve was filed as active; inconclusive means small, poorly fitted or top-dose-only effect, or effect the other way, or a change in a side signal; the % refers to the signal ratio;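 further: potency means the concentration at half of the fitted maximal effect; plate controls were basal doxycycline-induced cells for no effect and cells given 10 µM MG132 for full effect; MG132 reads +100%, hits lower the ratio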
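Cell line TMD8 (human ABC DLBCL), stably expressing tet-inducible CBG68-IkBa fusion and CBR; IMDM/0.5% FBS; cpd up to 46 uM; dox induction, 4 h, 37C/5% CO2; dual luminescence; green/red ratio; MG132 control.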
AT treatment: potential ataxia-telangiectasia treatment | […] A-T fibroblasts, KAP-1 phosphorylation AlphaLISA; neocarzinostatin DNA damage 30 min before lysis | 320,000 compounds, 0.19% hits | Potency, µM (doses to about 57.5 µM), for the others: at the top dose activation, hits mostly activators; further: potency means the concentration at half of the fitted maximal effect; % of control where 0% means no effect; nearly all actives have a fitted effect of over 45% in size
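hTERT-immortalized A-T patient fibroblasts ([…]), 500 cells/well in OPTI-MEM, 1% FBS, got compounds for 60 min, then NCS for 30 min at 37C. Lysates were then assayed for phospho-KAP-1 by AlphaLISA (anti-pKAP1 donor, anti-KAP1 acceptor beads), 6 hr at 25C.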
Tb PFK block: blocks T. brucei phosphofructokinase; O15648; T. brucei PFK, ADP-Glo luminescence; Potency, µM (series often up to 57.5 µM), for the others: at the highest dose activity, negative = inhibition, most hits filed as inhibitors; 330,000 compounds, 0.17% hits;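 further: potency means the concentration at half of the fitted maximal effect; 0% = uninhibited 1x PFK enzyme wells and -100% = no-enzyme wells; nearly all actives have a fitted effect of over 60% in size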
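Activity is normalized to no-enzyme wells (full inhibition) and 1.25 nM enzyme wells (no inhibition). Reaction: 0.5 mM F6P, 0.1 mM ATP, 45 min RT, ADP-Glo luminescence; concentration-response curves fitted and classed by quality.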
* hit, by the source's call; i = inactive; u = inconclusive; x = not tested or not shown; & = joins results of further samples; [ ] = dose if it differs, or a comment. Unless noted, the call rests on the fitted dose curve; in most records, active means well fitted curve in the direction sought with a large enough effect; inconclusive means small, poorly fitted or top-dose-only effect, or another doubt; inactive means no such curve, though single readings can be large; an effect the other way counts as inactive or inconclusive.

SMILES	Giardia kill	TSHR antag	KCNH2 WT inh	FBPA coupling cs	GALK inh	MLL CXXC-DNA inh	TCR activator	Chronic BCR inh	AT treatment	Tb PFK block
CC(=O)C1=C(C)NC(SCC(=O)c2ccc(Cl)cc2)=C(C#N)C1c1ccco1 (stereo not drawn)	-7	-5	-2	-15	1%	6%	2%	3%	11%	1%
CN(C)c1ccc(-n2cccc2/C=C/[N+](=O)[O-])cc1	9	0	-5	1	3%	-9%	5%	u	4%	0%
CCc1noc(C)c1C(=O)N1CCSC1=Nc1cccc(Cl)c1C	32[activator]	-6	-1	x	-8%	-3%	x	-13%	12%	-6%
COCCn1c(SCc2nc(N)nc(Nc3ccccc3C)n2)nc2ccccc2c1=O	-7	9	-8	1	-3%	4%	-1%	0%	3%	0%
COc1ccc(CCNC(=O)C2CC(=O)N(C3CCCCCCC3)C2)cc1OC (stereo not drawn)	1	-8	-20	3	-1%	-11%	-1%	2%	-1%	-4%
CCOC(=O)c1c(-c2ccccc2)oc2ccc(OCC)cc12	14	-2	i	0	x	4%	-2%[46.1 µM]	7%	13%	-1%
Cc1ccnc(N/N=C/c2ccco2)n1	-13	2	-22	3	6%	16%	-6%	7%	x	2%
CCN(CC)C(=O)CSc1nnc(-c2cccs2)n1Cc1ccco1	-7	5	5	0	0%	-13%	0%	11%	-5%	2%
COc1c(C)cc(C(=O)C2CCCN(C(=O)c3ccc4cc[nH]c4c3)C2)cc1C (stereo not drawn)	3	1	0	0	8%	-2%	6%	u	2%	-5%
CCCCC(=O)OCc1cn(-c2ccc(Cl)cc2)nn1	-2	-6	-1	6	2%	12%	5%	1%	3%	2%
O=C1Nc2cc(C(=O)N3CCN(Cc4ccccc4)CC3)ccc2SC1N1CCOCC1 (stereo not drawn)	-16	-2	0	3	-1%	15%	-1%	1%	-6%	0%
Cc1ccc(OCCSc2nc(NC(C)C)nc(NC(C)C)n2)cc1	-1	-6	-1	-1	x	2%	5%	u	22%	-5%
O=C(C[n+]1cccc(CNC(=O)c2ccc(OC(F)F)cc2)c1)Nc1cc(C(F)(F)F)ccc1Cl	14	5	-16	-7	1%	4%	0%[46.1 µM]	3%	-14%	0%
O=C1C2C(c3cccc(/C=C/c4ccccc4)c3)CC=CC2C(c2ccc3ccccc3c2)N1Cc1ccccc1 (stereo not drawn)	19&-6	-7	x	0&-1	1%	2%	3%	u	6%	1%
COc1cccc(NC(=O)c2ccc3nc(C)sc3c2)c1	8	-11	-6	-4	0%	-2%	-4%	u	6%	-2%
CCCc1nc2oc3c(=O)[nH]cnc3c2c2c1CCCC2	-7	-11	8	9	x	3%	-2%[46.1 µM]	7%	1%	-29%
Cc1ccc(S(=O)(=O)NCCc2nnc3ccc(SCc4cccnc4)nn23)cc1	-4	3	0	-4	7%	-10%	7%	1%	-1%	-1%
Cc1ccc(S(=O)(=O)N2CCOCC2)cc1C(=O)NC(=S)N(Cc1ccccc1)C(C)C	-16	-2	-13	0	-3%	8%	-7%[46.1 µM]	2%	1%	-3%
O=C(CN1CCCCC1)Nc1cc(Cl)ccc1Oc1ccccc1	-3	-8	0	0	11%	3%	4%	u	18%	2%
CC(C)C(=O)Nc1cccc(C(=O)Nc2nnc(C(C)(C)C)s2)c1	6	-15	2	4	2%	8%	-3%	u	-4%	0%
O=C(/C=C/c1cccc(Cl)c1)NNC(=O)c1ccncc1	5	3	3	x	x	x	-5%	0%	-6%	0%
C=CCN=C1N[C@@H](c2ccc(Br)cc2)C(C(=O)OC)=C(C)N1Cc1ccccc1	x	13	x	-1	x	u	x	u	-7%	-6%
O=S(=O)(c1ccc(OCC(O)CN2CCN(c3ccccc3Cl)CC2)cc1)N1CCOCC1 (stereo not drawn)	-15	-2	15	-2	-5%	-1%	8%	-10%	1%	1%
O=C(OCn1nnc2ccccc2c1=O)c1ccco1	-21	2	5	5	-2%	22%	1%	-3%	-9%	-2%
CCCOC(=O)CCCCC1SCC(NC(=O)OC)C1NC(=O)OC (stereo not drawn)	-10	-4	12	0	6%	-2%	-8%	u	1%	0%
Cc1cc(=O)[nH]c(-c2ccccc2O)n1	-12	-7	-1	2	3%	-5%	x	0%	2%	4%
CNc1ccc(OC(F)F)cc1C(=O)c1ccccc1	21	3	7	0	0%	-1%	-1%	u	6%	1%
COc1ccc(C(=O)NC(=S)Nc2cccnc2)cc1Cl	39[activator]	-19	12	1	-2%	-4%	-6%	-8%	6%	0%
O=C(Nc1nnc(C2CC2)s1)C1Cc2ccccc2CN1S(=O)(=O)c1ccccc1F (stereo not drawn)	-10	-14	5	x	-2%	8%	-1%	u	1%	-2%
O=[N+]([O-])c1ccc(/C=N/n2c(-c3cccnc3)n[nH]c2=S)cc1	-3	6	-11	4	0%	-3%	-4%[46.1 µM]	14%	0%	0%
O=C(CNC(=O)c1ccc(Cl)cc1)NCCCn1ccnc1	4	2	10	2	4%	9%	8%	-4%	-13%	2%
COc1cccc(CN2CC(C(=O)NCCOc3cccnc3)CCC2=O)c1 (stereo not drawn)	8	-5	2	x	-4%	13%	3%	2%	12%	0%
CCN(CC(=O)NCc1cccs1)C(=O)c1cccc(S(=O)(=O)Nc2ccc(C)cc2)c1	0	42	2	x	x	x	x	-6%	-9%	16%
Cn1cc(/C=C/C(=O)N2CCCC(C(=O)c3cccc(C(F)(F)F)c3)C2)cn1 (stereo not drawn)	10	8	4	-1	1%	-7%	-6%	0%	1%	-5%
Cc1cccc(-n2c(N)c(C(=O)N3CCN(C)CC3)sc2=S)c1	0	-9	4	-4	0%	0%	1%	-1%	2%	12µM*
CCc1c(C(=O)N2CCN(c3ccccc3F)CC2)[nH]c(C)c1C(C)=O	5	18	-5	3	3%	22%	3%	7%	x	-3%
Cc1c(C(=O)NCCNc2ncc(C(F)(F)F)cc2Cl)cccc1[N+](=O)[O-]	-10	-9	-5	0	0%	3%	1%	-9%	6%	-5%
CCOC(=O)N1CCN(C(=O)CSc2nnc(-c3ccccc3OC)o2)CC1	-4	5	-3	1	6%	8%	1%	-1%	6%	3%
CN(C)CC1CCCCC1OC(=O)/C=C/c1ccccc1 (stereo not drawn)	2	0	6	-1	-3%	-5%	-4%	-2%	-7%	0%
CCOc1ccc(Br)cc1S(=O)(=O)NC1=NCCCCC1	25	-14	-10	x	x	x	-1%	4%	8%	2%
Cc1ccc(-n2c(=O)cc(N3CC(C)OC(C)C3)[nH]c2=O)cc1 (stereo not drawn)	18	-1	-7	0	0%	21%	0%	-6%	0%	-1%
CCCc1c(C(=O)N/N=C/c2sccc2C)nnn1-c1nonc1N	29	-5	-13	1	-4%	0%	4%	5%	2%	7%
CC(CCc1ccccc1)NCC#N (stereo not drawn)	14	3	-13	1	1%	0%	-56%	-21%	-8%	-2%
OC1(c2ccccc2F)CCN(Cc2nnnn2Cc2ccc(F)cc2)CC1	5	-3	-2	1	9%	-3%	-2%	-8%	0%[11.5 µM]	1%
CCC(=O)Nc1ccccc1C(=O)OC(c1ccccc1)c1ccccc1	-11	-6	26	-2	1%	10%	11%	0%	2%	-1%
Oc1ccc(C[C@@H]2CNCCN2CCc2cc(C(F)(F)F)cc(C(F)(F)F)c2)cc1	31[activator]	5	1	x	x	x	-9%	u	0%	4%
Cc1ccc(S(=O)(=O)N2CC(O)C[C@H]2C(=O)OCC(=O)Nc2ccc(N3CCCCC3)cc2)cc1C (stereo partly drawn)	20	2	-2	x	x	x	-1%	-7%	x	-11%
CSCCC(NC(=O)c1ccc([N+](=O)[O-])cc1Cl)C(=O)OCC(=O)NCCCc1ccccc1 (stereo not drawn)	-26	-2	37	1	0%	3%	-1%[46.1 µM]	-1%	-9%	3%
COc1cccc(CN2CC(C(=O)NCc3ccc(Cl)s3)CCC2=O)c1 (stereo not drawn)	17	7	2	0	x	9%	-4%	u	1%	0%
Cc1cccc(CNc2ncnc3ccc(-c4ccc5c(c4)OCO5)cc23)c1	7	-15&-26	x	-6	x	x	0%	u	5%&10%	-1%&0%
CCOC(=O)Cc1csc(SCC(=O)Nc2sc3c(c2C(N)=O)CCC3)n1	9	10	0	-1	6%	-7%	5%	u	1%	u
CCOc1ccc2nc(SCC(=O)NC3CCCCC3)[nH]c2c1	-13	-10	-5	-4	-3%	15%	-4%	-6%	-2%	-9%
CCOC(=O)c1ccc(NC(=O)CSc2nnc(C3CC3)n2C)cc1	7	20	-8	-1	1%	-10%	-3%[46.1 µM]	3%	x	-5%
Cc1ccc(NS(=O)(=O)c2ccc(C(=O)NCc3ccncc3)cc2)cc1	17	-9	3	x	x	x	1%	u	4%	1%

High-throughput results from PubChem.
